D2 potentiator – positively modulates the human D2 dopamine receptor allosterically; P14416; HEK293 T-REx D2, calcium flux, EC20 dopamine potentiation; potentiation, % at 10 µM; actives 0.34% (n = 340,000); AID 485347;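 active = potentiation over 3 SD above the plate norm, cut at about 30% in these data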; note: 0% is about no effect
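Potentiation of an EC20 dopamine calcium response is measured in a force-coupled, tetracycline-inducible Hek293 Trex D2 line. Compound-only kinetic reads over 180 s flag agonists before dopamine addition.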
TRHR PAM – allosterically enhances the human TRH receptor. P34981. TRHR cells, fluo-8 calcium fluorescence, EC20 TRH enhancement. enhancement, % at 2 µM. actives 0.66% (n = 360,000); in the data active = enhancement above about 30%; note: 0% is about no effect
Target sequence (P34981 whole entry, looked up): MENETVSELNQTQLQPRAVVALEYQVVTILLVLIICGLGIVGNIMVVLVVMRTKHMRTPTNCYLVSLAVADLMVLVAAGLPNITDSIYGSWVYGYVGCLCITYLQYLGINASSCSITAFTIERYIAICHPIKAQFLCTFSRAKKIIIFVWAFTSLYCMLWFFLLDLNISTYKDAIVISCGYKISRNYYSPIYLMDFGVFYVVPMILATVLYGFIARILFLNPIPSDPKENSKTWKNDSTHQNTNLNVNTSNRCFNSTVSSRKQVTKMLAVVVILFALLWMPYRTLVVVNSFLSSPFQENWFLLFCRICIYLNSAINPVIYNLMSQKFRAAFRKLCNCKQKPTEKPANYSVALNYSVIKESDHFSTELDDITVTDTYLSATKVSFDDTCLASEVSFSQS
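Enhancer read-out: after compound pinning and an initial kinetic agonist-mode read, an EC20 of TRH (10 nM final) was injected and fluo-8 calcium signal (Ex 480/Em 530) followed at 1 s/cycle for 100 cycles in TRHR-expressing cells.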
D1 ag – activates the human D1 dopamine receptor | activation, % at 2 µM | actives 1% (n = 360,000) | HEK293 T-REx D1 cells, calcium flux, agonist mode | P21728 | AID 504660; note: 0% is about no effect
Target sequence (P21728 whole entry, looked up): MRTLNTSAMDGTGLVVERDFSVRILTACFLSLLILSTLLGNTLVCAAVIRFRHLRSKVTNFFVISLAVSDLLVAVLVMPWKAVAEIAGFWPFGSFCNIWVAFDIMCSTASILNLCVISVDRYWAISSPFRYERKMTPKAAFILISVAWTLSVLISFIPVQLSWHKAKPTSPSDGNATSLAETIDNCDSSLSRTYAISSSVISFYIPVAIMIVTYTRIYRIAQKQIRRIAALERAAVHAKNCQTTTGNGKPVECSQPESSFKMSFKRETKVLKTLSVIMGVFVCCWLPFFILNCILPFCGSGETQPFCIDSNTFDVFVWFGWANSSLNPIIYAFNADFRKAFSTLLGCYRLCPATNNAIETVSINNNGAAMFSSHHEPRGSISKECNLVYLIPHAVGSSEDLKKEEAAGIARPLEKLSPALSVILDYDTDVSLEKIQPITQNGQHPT
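Agonism was scored from calcium flux recorded over 180 s (1 read/s) after pintool compound addition, following a 10-cycle baseline. Cells were inducible force-coupled HEK293 TREx D1, plated overnight at 30 C and loaded with no-wash calcium dye.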
RXFP1 antagonist – blocks the human relaxin receptor RXFP1. Q9HBX9. HEK293-RXFP1, relaxin-stimulated cAMP HTRF, 30 min; stronger effect = lower value. activity change, negative = inhibition, % at 57.5 µM. actives 0.59% (n = 350,000);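 active = activity change of -60% or lower, but not beyond a set lower limit; inconclusive = change between -60% and -40%, or beyond the set limit; inactive = change above -40%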; note: % is set by controls: 0 for no effect and ±100 for the full control effect
D2 agonist – agonists of human D2 dopamine receptor | actives 0.53% (n = 340,000) | activation, % at 2 µM | AID 485358 | HEK293 T-REx D2 cells, calcium flux agonist mode;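 active = activation over 3 SD above normal in the single-dose calcium agonist read, cut at about 30% in these data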; note: 0% is about no effect
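Tetracycline-induced HEK293 T-REx cells with force-coupled D2 receptor, plated overnight at 30 C, loaded with no-wash calcium dye. After a 10 s baseline, compound was pin-added and calcium flux read kinetically for 180 s; calcium rises flagged agonists.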
TRHR ag – agonists of human TRH receptor; actives 0.18% (n = 360,000); activation, % at 2 µM; P34981; TRHR cells, calcium flux fluo-8, FDSS agonist mode; note: 0% is about no effect
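TRHR-expressing cells, plated overnight in medium with 10% serum, were loaded with fluo-8 calcium dye at room temperature. After a 10 s baseline, library compound was pin-added and calcium release was recorded kinetically (ex 480/em 530) as agonist response.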
D2 antag – antagonizes the human D2 dopamine receptor. P14416. HEK293 TREx D2 cells, calcium flux, dopamine EC80. inhibition, % at 10 µM. actives 2% (n = 340,000); in the data active = inhibition above about 30%; note: 0% is about no effect
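Calcium mobilization kinetics were recorded at 1 s intervals in tetracycline-induced HEK293 T-REx D2 cells, first for 180 s after compound addition and then 180 s after EC80 dopamine.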
D1 antagonist – antagonists of human D1 dopamine receptor; P21728; HEK293 TREx D1 cells, calcium flux, dopamine EC80; stronger effect = lower value; activity change, negative = inhibition, % at 10 µM; actives 3.2% (n = 360,000); in the data active = activity change below about -30%; note: % is set by controls: 0 for no effect and ±100 for the full control effect
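Tetracycline-induced HEK293 Trex D1 cells, force-coupled to calcium, dye-loaded; compounds added and read 180 s, then EC80 dopamine added and calcium flux tracked kinetically another 180 s.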
D1 potentiator – human D1 dopamine receptor positive modulation; actives 0.036% (n = 360,000); HEK293 TREx D1 cells, calcium flux, dopamine EC20 potentiation; potentiation, % at 10 µM; P21728; in the data active = potentiation above about 30%; note: 0% is about no effect
* marks the source's active call; other numbers are inactive results; u = inconclusive; x = not tested or not shown; & = joins results of further samples. Cut-off read from the data, not from the text of the source, unless noted: active = activation above about 30%; inactive = the rest.

1	N#Cc1cc([N+](=O)[O-])ccc1N1CCN(c2ccccc2O)CC1
2	c1ccc(N2CCN(c3nc(-c4ccccn4)nc4ccccc34)CC2)cc1
3	COc1ccc(Nc2nc(-c3sc(N)nc3C)cs2)cc1
4	O=C(Nc1ccccc1F)C1CCCN1S(=O)(=O)c1cccc2nsnc12 (configuration not stated)
5	Cc1ccc(OC(C)C(=O)N/N=C/c2ccccn2)cc1 (configuration not stated)
6	COc1cccc(N2CC(NC(=O)c3ccc(S(=O)(=O)N4CCCCC4)cc3)CC2=O)c1 (configuration not stated)
assay / entry	1	2	3	4	5	6
D2 potentiator	-2	-1	x	-1	13	-5
TRHR PAM	-4	-2	2	0	17	-12
D1 ag	24	1	3	0	0	-2
RXFP1 antagonist	-14	-6	-12	8	-6	-11
D2 agonist	0.0	0.1	1.0	0.6	-2.5	-3.4
TRHR ag	0.8	-0.6	1.4	-0.1	-0.3	0.4
D2 antag	2	-6	-9	-2	1	x
D1 antagonist	-30*	0	-1	-19	9	x
D1 potentiator	-13	3	-6	0	-2	-1

7	O=C(Nc1cccc(N=Cc2cc(Br)cc(Br)c2O)c1)c1ccco1
8	NS(=O)(=O)c1ccc(CCNC(=O)C2CCCN(S(=O)(=O)c3cccnc3)C2)cc1 (configuration not stated)
9	O=C(Nc1ccc2oc(-c3ccccc3)nc2c1)c1ccco1
10	COc1cc(/C=N/NC(=S)Nc2cccc(C(=O)O)c2)ccc1O
11	O=C(NCCc1ccccc1)c1ccc(CS(=O)Cc2cccc(Cl)c2)o1 (configuration not stated)
12	O=C1/C(=C/c2ccc(O)cc2)CCc2ccc([N+](=O)[O-])cc21
assay / entry	7	8	9	10	11	12
D2 potentiator	13	x	10	0	-1	-3
TRHR PAM	3	9	-3	-1	-9	1
D1 ag	5	3	0	2	0	2
RXFP1 antagonist	x	-4	x	9	-6	-2
D2 agonist	1.4	x	0.2	2.7	0.0	3.3
TRHR ag	1.8	0.5	-0.8	0.4	-0.4	0.4
D2 antag	11	x	15	4	-12	8
D1 antagonist	6	19	0	10	-28	2
D1 potentiator	-4	x	-10	0	-13	-4

13	Cc1ccccc1CN1CCCNC1=O
14	Cc1cc(/C=C2\NC(=O)NC2=O)c(C)n1-c1ccc(N2CCOCC2)cc1
15	CN(C(=O)c1ccccn1)c1nnc(-c2cnccn2)s1
16	Cc1ccccc1COc1ccc(-c2nn[nH]n2)cc1
17	O=C(OCC(=O)N1CCCc2ccccc21)c1ccccc1NCCO
18	Cc1ccc(NC(=O)CSc2nnc(CCNC(=O)OC(C)(C)C)o2)c(C)c1
assay / entry	13	14	15	16	17	18
D2 potentiator	12	13	-9	-11	-8	-9
TRHR PAM	12	-8	-2	-2	-4	-2
D1 ag	0	3	4	7	2	-2
RXFP1 antagonist	-2	-4	13	-8	-5	-5
D2 agonist	x	-1.3	0.5	x	0.7	0.0
TRHR ag	0.4	-1.2	0.9	0.0	0.6	-0.2
D2 antag	3	-16	12	x	9	-1
D1 antagonist	-2	-4	36	8	4	x
D1 potentiator	4	5	-2	4	-1	-1

5 compounds out of the list, sorted by formula weight, descending.
18	Cc1ccc(NC(=O)CSc2nnc(CCNC(=O)OC(C)(C)C)o2)c(C)c1
11	O=C(NCCc1ccccc1)c1ccc(CS(=O)Cc2cccc(Cl)c2)o1 (configuration not stated)
14	Cc1cc(/C=C2\NC(=O)NC2=O)c(C)n1-c1ccc(N2CCOCC2)cc1
17	O=C(OCC(=O)N1CCCc2ccccc21)c1ccccc1NCCO
12	O=C1/C(=C/c2ccc(O)cc2)CCc2ccc([N+](=O)[O-])cc21
assay / entry	18	11	14	17	12
D2 potentiator	-9	-1	13	-8	-3
TRHR PAM	-2	-9	-8	-4	1
D1 ag	-2	0	3	2	2
RXFP1 antagonist	-5	-6	-4	-5	-2
D2 agonist	0.0	0.0	-1.3	0.7	3.3
TRHR ag	-0.2	-0.4	-1.2	0.6	0.4
D2 antag	-1	-12	-16	9	8
D1 antagonist	x	-28	-4	4	2
D1 potentiator	-1	-13	5	-1	-4

(cont.)
19	Cc1ccc(S(=O)(=O)N2CCN(C(=O)/C=C/c3ccco3)CC2)cc1
20	COCCNC(=O)Cc1cn(C)c2ccccc12
21	Cc1cc(=O)oc2cc(OCC(O)CN3CCN(c4ccccc4)CC3)ccc12 (configuration not stated)
22	OCCC1CN(Cc2ccc(F)cc2Cl)CCN1CCc1ccccc1 (configuration not stated)
23	Cc1cc(C(=O)OCCN2C(=O)c3ccccc3C2=O)c2ccccc2n1
24	CN(C)c1ccc(/C=C/c2ccncc2)cc1
assay / entry	19	20	21	22	23	24
D2 potentiator	6	2	-30	-18	9	x
TRHR PAM	9	4	5	3	-1	1
D1 ag	1	-4	1	6	2	14
RXFP1 antagonist	-3	2	-7	5	0	-17
D2 agonist	-0.3	0.1	90*	0.4	-1.1	x
TRHR ag	0.2	-0.6	-0.2	0.3	-0.6	19
D2 antag	2	-5	72*	30	-5	x
D1 antagonist	19	5	-14	6	-7	4
D1 potentiator	4	-3	-3	-4	-2	-3

25	O=C(Nc1ccccc1)Nc1nc(-c2ccc(F)cc2)cs1
26	CC(C)(C)C(=O)/C=C(N)/C=C/c1ccccc1
27	CCOc1ccc(CNC(=O)c2cc3c(=O)n(Cc4cccs4)ccc3nc2C)cc1
28	Cc1sc2ncnc(SCC(=O)NNC(=O)COc3cccc4ccccc34)c2c1C
29	CC(C)(C)CC(=O)Nc1nnc2n1CCS2
30	Cc1cc(C)nc(SCC(=O)NN)n1
assay / entry	25	26	27	28	29	30
D2 potentiator	-5	-15	-22	-5	7	-11
TRHR PAM	-7	-2	7	-1	-1	1
D1 ag	16	2	0	0	1	1
RXFP1 antagonist	18	-22	14	9	x	u
D2 agonist	-0.4	0.1	-0.6	0.8	0.4	0.2
TRHR ag	0.4	0.2	-0.8	0.6	0.2	-0.8
D2 antag	3	7	x	10	x	4
D1 antagonist	-25	-6	9	18	10	-4
D1 potentiator	-3	1	4	-3	1	-2

31	O=C(O)CN1CCNCC1
32	Cc1cc(Cl)ccc1OCC(=O)Nc1ccc(CN2CCOCC2)cc1
33	COc1ccc(N2CCN(CCNC(=O)Nc3ccc([N+](=O)[O-])cc3OC)CC2)cc1
34	Nc1ccc(N2CCOCC2)c2nonc12
35	Cc1cc(C(=O)Nc2nnc(C3CC3)s2)c(C)s1
36	CCOc1ccc(C(=O)N2CCCC2)cc1OC
assay / entry	31	32	33	34	35	36
D2 potentiator	7	3	-22	-12	-5	9
TRHR PAM	-4	0	-1	-5	11	0
D1 ag	3	11	1	0	1	6
RXFP1 antagonist	x	-3	-17	-2	6	2
D2 agonist	x	-0.1	-0.3	0.3	0.3	-0.1
TRHR ag	1.2	0.4	-0.4	1.7	0.1	0.1
D2 antag	x	-3	14	17	4	-10
D1 antagonist	20	-18	3	-3	15	-5
D1 potentiator	4	-5	-6	-4	1	1

37	COc1ccc(Cl)cc1NC(=O)CCc1nc(-c2ccccc2F)no1
38	C/C=C/C(=O)Nc1nnc(-c2ccccc2C)s1
39	O=C(N/N=C/c1ccc(OC(=O)c2ccccc2)c([N+](=O)[O-])c1)c1ccc(O)cc1
40	C/C(=N\N=C\c1ccc(N(C)C)cc1)c1cccc([N+](=O)[O-])c1
41	O=C(Oc1ccc(Cl)cc1)c1cc(-c2ccc3c(c2)OCCO3)on1
42	COc1ccc(C(=O)/C=C/c2ccc(F)cc2)c(OC(=O)c2ccc([N+](=O)[O-])cc2)c1
assay / entry	37	38	39	40	41	42
D2 potentiator	-7&-3	11	3	-4	12	1
TRHR PAM	-3&1	9	-3	-4	6	1
D1 ag	2&6	5	4	3	17	0
RXFP1 antagonist	1&-4	6	u	7	x	4
D2 agonist	-0.2&0.9	-0.2	9.7	-0.4	x	0.3
TRHR ag	0.3&0.2	-1.8	-0.7	-0.4	0.1	0.1
D2 antag	4	-28	-8	-6	x	16
D1 antagonist	-10&-17	14	-33*	4	-3	-12
D1 potentiator	-1&0	3	-10	-7	-2	-5

43	COC(=O)C(C)Sc1nc2c(c(=O)n1-c1ccccc1)SCC2 (configuration not stated)
44	Cc1ccccc1C(=O)NC1CCN(CC(=O)Nc2ccc3c(c2)OCO3)CC1
45	CCc1cn(S(=O)(=O)c2ccccc2OC)nc1N
46	Cc1scc(C(=O)NNC(=S)NCC2CCCO2)c1-c1ccccc1 (configuration not stated)
47	COc1ccc(CC(=O)OC(C)CN2CCOCC2)cc1 (configuration not stated)
48	N#Cc1c(-c2ccc(F)cc2)ccnc1N1CCOCC1
assay / entry	43	44	45	46	47	48
D2 potentiator	3	-5	2	5	7	0
TRHR PAM	1	-2	1	6	5	-4
D1 ag	1	-1	1	1	2	1
RXFP1 antagonist	-2	-4	3	-4	-18	-31
D2 agonist	0.7	0.0	-0.1	-0.4	x	0.0
TRHR ag	0.5	-0.1	-0.1	-0.4	-0.1	-0.6
D2 antag	11	-20	2	7	x	-4
D1 antagonist	5	-3	-24	-5	3	28
D1 potentiator	0	-4	-1	-6	0	-5

49	COc1ccc(NC(=O)N2CCN(S(C)(=O)=O)CC2)c(OC)c1
50	O=c1[nH]nc(Sc2ncnc3sccc23)n1CCc1ccccc1
51	CCN(C(=O)c1cc2c(C)nc3ccccc3c2o1)c1cc(Cl)ccc1OC
52	O=C1CSC(=S)N1/N=C/c1cccc(C(F)(F)F)c1
53	CC#CCN1c2ccccc2[C@]23C[C@@H](C(=O)OC)N(C(=O)c4cc(C)oc4C)C2=NC(C(=O)OC)=C(C(=O)OC)[C@H]13
54	Cc1cc2ccccc2c(=O)n1CC(=O)NCC(=O)N1CCN(c2ccccc2)CC1
assay / entry	49	50	51	52	53	54
D2 potentiator	13	5	3	10	2	0
TRHR PAM	2	2	-22	-1	-4	-23
D1 ag	1	4	4	1	1	0
RXFP1 antagonist	3	-16	-2	-8	x	-6
D2 agonist	1.3	-0.8	-1.0	4.2	0.3	1.5
TRHR ag	0.9	-0.3	0.2	-1.5	0.3	0.0
D2 antag	-1	8	-10	-12	-18	64*
D1 antagonist	9	-11	5	-5	10	33
D1 potentiator	1	0	7	-3	-2	0

High-throughput results: PubChem BioAssay, National Center for Advancing Translational Sciences (NCATS)
